DT40 TDP1 no CPT = qHTS for Inhibitors of human tyrosyl-DNA phosphodiesterase 1 (TDP1): qHTS in cells in absence of CPT. DT40 Tdp1-/- hTDP1 cells, no CPT, ATP luminescence, 48 h. Potency, µM (top dose mostly 46.2 µM), for inactives: at the top dose activity change, negative = growth inhibition, most hits filed as inhibitors. 420,000 compounds, 15% hits. AID 686978, 2013; note: nearly all actives have a fitted effect of over 55% in size
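Seeded 400 DT40-hTDP1 cells/well (vehicle DMSO, no 20 nM CPT); pinned compounds; ≥48 hr at 37 °C; CellTiter-Glo luminescence as viability measure.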
TDP1 cell CPT = DT40-hTDP1 cell growth loss with CPT; chicken DT40 Tdp1-/-;hTDP1 cells + 20 nM CPT, ATP luminescence, 48 h; Potency, µM (doses to about 46.2 µM), for inactives: at the highest dose activity change, negative = growth inhibition, usual class: inhibitors; 420,000 compounds, 12% hits; AID 686979; note: nearly all actives have a fitted effect of over 55% in size
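Chicken DT40 Tdp1-/- cells complemented with human TDP1, 400 cells/well, exposed to compounds plus 20 nM camptothecin for at least 48 h at 37 C; viability read as ATP content by CellTiter-Glo luminescence.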
GCN5L2 inh = GCN5L2 (KAT2A) acetyltransferase inhibition; Q92830; GCN5L2 HAT assay, ThioGlo1 CoA-SH fluorescence; Potency, µM (series often up to 58.9 µM), for inactives: top-dose activity change, negative = inhibition, most hits filed as inhibitors; 390,000 compounds, 0.21% hits
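Fluorescence readout, Ex340nm/Em540nm: ThioGlo1 (50uM final) reacts with free CoA thiol released as 20nM GCN5L2 acetylates H3(1-25) peptide (75uM) using acetyl-CoA (70uM). Compound and enzyme sat 15 min beforehand; 20 min room-temperature reaction.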
* = called active by the depositor; ? = inconclusive; nt = no result given; [ ] = dose if it differs, or a comment. Calls come from the whole dose curve; as a rule, active = well fitted curve in the direction sought with a large enough effect; inconclusive = small, poorly fitted or top-dose-only effect, or another doubt; inactive = no such curve, though single readings can be large; an effect the other way counts as inactive or inconclusive. % is set by controls: 0 for no effect and ±100 for the full control effect; potency is the fitted concentration of half-maximal effect. Not a hit list; any-hit rate near 18%.

Compound,DT40 TDP1 no CPT,TDP1 cell CPT,GCN5L2 inh
CCCCNC(=O)C1CC(c2ccc(C(F)(F)F)cc2)=NO1 (configuration not stated),9.2µM*,18µM*,3%
Cc1ccc(C)c(S(=O)(=O)N2CCN(C(=O)[C@@H](NC(=O)c3ccc(F)cc3)C(C)C)CC2)c1,21µM*,?,-2%
CCCCNC(=O)COC(=O)C1CCN(S(=O)(=O)c2ccc3c(c2)OCCO3)CC1,6%,-14%,0%
CN(C)c1ccc(C(=O)NNC(=O)C23CC4CC(CC(C4)C2)C3)cc1,?,0%,1%
Cc1ccnc(N(C(=O)c2cccs2)C(=O)c2cccs2)c1,-24%,?,-7%
Fc1ccc(NC(=S)NN2CCOCC2)cc1Cl,-5%,14%,3%
NC(=O)Cn1cc(/C=N\NS(=O)(=O)c2ccc(F)cc2)c2ccccc21,23µM*,-3%,-8%
Cc1ccccc1C(=O)NCCNC(=O)c1cnccn1,-26%,5%,-3%
Cc1nn(-c2ccccc2)c(C)c1CC(=O)NCC1Cc2cc(F)cc(-c3cccnc3)c2O1 (configuration not stated),?,?,nt
CCN1CCN(CC(O)COCc2cc(OC)c(OC)c(OC)c2)CC1 (configuration not stated),-2%,10%,4%
CCN1CCN(C(=O)C2CCCN(S(=O)(=O)c3ccc(OC)c(OC)c3)C2)CC1 (configuration not stated),-26%,-12%,-1%
O=C(Nc1cnc2ccccn2c1=O)c1ccc(F)cc1,-5%,2%,-2%

(list continues)
Compound,DT40 TDP1 no CPT,TDP1 cell CPT,GCN5L2 inh
COc1ccc(C2NC(=O)NC(C)=C2C(C)=O)cc1 (configuration not stated),-3%,-5%,-2%
CC(C)c1cc(C(=O)NCc2ccco2)no1,-19%,-27%,1%
CCC(=O)NCCc1nc2cc(NC(=O)c3ccc(OC)cc3)ccc2n1C,-3%,8%,0%
O=C(N1CCN(CCO)CC1)N1c2ccccc2CCc2ccccc21,-21%,-7%,-8%
CC(=O)c1ccc(N2CCN(S(=O)(=O)c3c(C)[nH]c(=O)[nH]c3=O)CC2)cc1,-2%,4%,-8%
O=C(c1ccc2c(=O)n3c(nc2c1)CCC3)N1CCCSC1=Nc1ccccc1,7%,-8%,-8%
CCOC(=O)C1CCCN(c2c(NCc3ccco3)c(=O)c2=O)C1 (configuration not stated),-1%,-22%,-7%
O=C(c1ccccc1)N1CCCCCC1,-12%,-8%,-3%
Cc1ccc(N=Cc2c(C)[nH]n(-c3nc4ccccc4[nH]3)c2=O)cc1,4.1µM*,3.3µM*,-6%
Cn1nccc1C(=O)N1CCCC(N2CCN(Cc3ccc4c(c3)OCO4)CC2)C1 (configuration not stated),-13%,-25%,-6%
N#C/C(=C\c1cccc(Cl)c1)c1n[nH]c(Cn2cncn2)n1,-23%,-7%,nt
Cc1ccccc1-c1nc(CS(=O)(=O)CC(=O)N(C)C2CCCCC2)c(C)o1,?,?,-7%

The list goes on.
Compound,DT40 TDP1 no CPT,TDP1 cell CPT,GCN5L2 inh
Cc1c(C(=O)N(Cc2nnc(-c3ccccc3Cl)o2)C2CC2)oc2ccccc12,?,16µM*,-6%
Cc1cccc(OCC(=O)NC(Cc2ccccc2)C(=O)O)c1 (configuration not stated),8%,?,1%
CC(=O)N1CCC(=O)N(C(C)C)c2ccccc21,-3%,2%,-4%
CCOc1cc(CNC(=O)c2cc(-c3ccc(Cl)s3)nc3ccccc23)ccc1OC,?,?,2%
COc1c(Cl)cnn(-c2ccc(C)cc2)c1=O,16µM*,?,-11%
CCC(C(=O)NC1CCCC1)N(C(=O)c1snc(C(N)=O)c1N)c1ccc(OC)c(OC)c1 (configuration not stated),-14%,11%,-5%
CCOC(=O)C(CC)Sc1ncnc2nc[nH]c12 (configuration not stated),-29%,0%,-1%
COc1ccc(NC(=S)NCc2ccco2)cc1,-24%,-8%,-6%
CC(Sc1nncs1)C(=O)NCC(=O)Nc1ccc(F)c(F)c1F (configuration not stated),-21%,-11%,0%
O=C1CCC/C(=N\NC(=O)c2ccc(COc3cccc4cccnc34)cc2)C1,?,-22%,-8%
COc1ccc(C(=O)CSc2nnc(CN3CCCCC3)n2-c2ccc(F)cc2)cc1,13µM*,21µM*,0%
Cc1ccn2c(=O)c(C(=O)Nc3ccc(F)c(C(F)(F)F)c3)cnc2c1,-13%,2%,2%

One compound at a time, from the list above.
COc1ccc(C(=O)CSc2nnc(CN3CCCCC3)n2-c2ccc(F)cc2)cc1 is listed as DT40 TDP1 no CPT = 13µM*; TDP1 cell CPT = 21µM*; GCN5L2 inh = 0%
O=C1CCC/C(=N\NC(=O)c2ccc(COc3cccc4cccnc34)cc2)C1 is listed as DT40 TDP1 no CPT = ?; TDP1 cell CPT = -22%; GCN5L2 inh = -8%

(continued)
Compound,DT40 TDP1 no CPT,TDP1 cell CPT,GCN5L2 inh
COC(=O)c1ccc(OCC(=O)c2cccc(OC)c2)cc1,-14%,-21%,-5%
COC(=O)c1c(NC(=O)COC(=O)[C@@H](NS(=O)(=O)c2ccc(C)cc2)C(C)C)sc2c1CCC2,23µM*,?,-9%
Nc1nc2c(ncn2[C@@H]2O[C@H](CNS(=O)(=O)N3CCc4ccccc4C3)[C@@H](O)[C@H]2O)c(=O)[nH]1,11%,11%,nt
Cc1cc(NS(=O)(=O)c2ccc(NC(=O)COc3c(C)ccc(C)c3C)cc2)nc(C)n1,21%,-3%,-10%
Cc1nc2sccc2c(=O)n1N,4%,13%,2%
NC(=O)c1ccsc1NC(=O)c1ccc(S(=O)(=O)N2CCCc3ccccc32)cc1,18µM*,16µM*,-12%
CN(CC(=O)NC1CCCCC1)S(=O)(=O)c1ccc(Cl)cc1,?,-1%,5%
Cc1[nH]c(=O)c(C#N)c(C)c1Cc1ccc(Cl)cc1Cl,-2%,7%,-13%
CCO[C@H]1OC(C(=O)N2CCN(Cc3ccccc3)CC2)=C[C@@H](C)[C@@H]1CCCO,?,?,1%
O=C(NCCN1CCOCC1)c1ccc2c(c1)N(Cc1cccc(Cl)c1)C(=O)c1ccccc1S2(=O)=O,?,?,nt
C=C1CC(COc2ccc3c(C)c(Cl)c(=O)oc3c2)(c2ccccc2)OC1=O (configuration not stated),1.6µM*,1.6µM*,nt
COc1ccc(N2CCN(C(=O)CCC(=O)c3cc(C)sc3C)CC2)cc1,16µM*,?,3%

New compounds follow:
smiles,DT40 TDP1 no CPT,TDP1 cell CPT,GCN5L2 inh
CCOc1ccc(S(=O)(=O)Nc2ccc(-c3ccc(N4CCCC4)nn3)cc2)cc1,-13%,2%,-7%
O=C(O)CCSCc1ccccc1F,0%,6%,-8%
Cc1ccc2c(c1)N(C(=O)N1CCC(C(=O)NCc3cccs3)CC1)CC(C)O2 (configuration not stated),18µM*,?,-11%
CNC(=O)c1ccc(CN(C)C(=O)c2cccc(S(=O)(=O)N3CCc4ccccc4C3)c2)cc1,?,-9%,nt
CCCCNC(=O)c1onc(CS(=O)(=O)c2ccccn2)c1C(=O)NCCCC,-13%,-1%,-7%
CCCC(=O)Nc1ccc2oc(-c3ccc(OC)c(Br)c3)nc2c1,-20%,?,-5%
Cc1ccc2nc3c(cc(C(=O)NCCN4CCOCC4)c(=N)n3CCCN3CCOCC3)c(=O)n2c1,-14%,-7%,-4%
COc1ccc(Cl)cc1NC(=O)c1[nH]c(C)c(C(C)=O)c1C,-12%,-5%,-1%

Next part:
smiles,DT40 TDP1 no CPT,TDP1 cell CPT,GCN5L2 inh
COc1cc(NC(=O)CCCN2C(=O)CCn3nc(-c4cn(C)c5ccccc45)cc32)cc(OC)c1,18µM*,?,2%
CCOC(=O)c1cccc(NC(=O)c2ccc3nc(Cc4ccccc4)oc3c2)c1,16µM*,23µM*,2%
CCSc1ncc(/C=N/Nc2ccc(F)cc2)n1C,?,?,-7%
N#CCOC(=O)C1CCN(S(=O)(=O)c2ccc3c(c2)OCCO3)CC1,2%,4%,-6%
CN(C)S(=O)(=O)c1cccc(C(=O)OCC(=O)N2c3ccccc3NC(=O)C2(C)C)c1,-12%,-13%,-3%
CC(C)(C)OC(=O)CNC(=O)c1nc[nH]c1C(=O)N1CCc2ccccc2C1,-5%,-17%,-6%
N#Cc1c(NC(=O)c2ccc([N+](=O)[O-])o2)sc2c1CCC2,10µM*,18µM*,-17%
O=C(Nc1ccc(F)cc1)c1oc2ccccc2c1NC(=O)C1CCCC1,18µM*,?,?

More records
smiles,DT40 TDP1 no CPT,TDP1 cell CPT,GCN5L2 inh
Cc1ccc(N2CCN(CC(O)COc3ccc([N+](=O)[O-])cc3)CC2)cc1 (configuration not stated),-22%,-24%,-6%
O=C(NNC(=O)c1ccccc1-n1cccc1)c1ccccc1,2%,7%,-16%
CCCCCCCCN1C(=O)[C@H](CC(=O)NCc2ccc(C)o2)C[C@@]2(C(=O)OC)CC(C)(C)CC=C12,8.2µM*,12µM*,nt
Cn1cc(-c2cc3n(n2)CCC(=O)N3CC(=O)NCc2ccccc2)c2ccccc21,?,?,-3%
COc1ccc(S(=O)(=O)N2CCCCCC2)cc1C(=O)N(C)Cc1cccs1,-21%,-19%,-3%
COc1cc(=O)n2c(c1C(=O)NC(C)c1ccco1)CCN(Cc1cc3ccccc3o1)CC2 (configuration not stated),-6%,0%[9.04 µM],nt
Cc1occc1C(=O)N/N=C/c1ccccn1,?,?,2%
Cc1ccnc2ccc(-c3nc4ccccc4o3)cc12,10µM*,21µM*,-15%

Random excerpt: 2 entries already listed.
smiles,DT40 TDP1 no CPT,TDP1 cell CPT,GCN5L2 inh
Cc1ccc(N2CCN(CC(O)COc3ccc([N+](=O)[O-])cc3)CC2)cc1 (configuration not stated),-22%,-24%,-6%
COc1cc(=O)n2c(c1C(=O)NC(C)c1ccco1)CCN(Cc1cc3ccccc3o1)CC2 (configuration not stated),-6%,0%[9.04 µM],nt

(more compounds)
smiles,DT40 TDP1 no CPT,TDP1 cell CPT,GCN5L2 inh
Cc1cccc(C)c1NC(=O)CSc1nc(C2CC2)nc2ccccc12,?,-16%,-6%
CCCN(CCC)C(=O)c1ccccc1C(=O)N(CCC)CCC,?,?,-1%
O=C1OCc2ccc(NC(=O)c3c(F)cccc3Cl)cc21,8%,-19%,-4%
COC(=O)c1cc(NC(=O)c2ccccc2F)cc(C(=O)OC)c1,-12%,5%,-2%
CCOc1ccc(C2C(C(N)=O)=C(C)Nc3nc(-c4cccc(Cl)c4)nn32)cc1OC (configuration not stated),?,?,-13%
CCOC(=O)c1ccc(NC(=O)Nc2ccc3c4c(cccc24)C(=O)N3CC)cc1,-7%,-26%,?
COc1cc(C(=O)Nc2ccc(-n3cnnn3)c(C)c2)cc(OC)c1OC,-18%,-28%,-2%
COC(=O)C1=C(C)N(C)C(C)=C(C(=O)OC)C1c1ccc(F)c(Br)c1,-27%,-22%,-12%

Following part
smiles,DT40 TDP1 no CPT,TDP1 cell CPT,GCN5L2 inh
O=c1c(-c2ccccc2)nc2ccccc2n1C(c1ccccc1)c1nc2ccccc2[nH]1 (configuration not stated),-19%,-25%,nt
CCOC(=O)N1CCN(C(=O)CN(c2cccc(OC)c2)S(C)(=O)=O)CC1,-3%,-2%,-2%
O=C(CCSCCc1ccccn1)Nc1ccccn1,4%,6%,-15%
Cc1ccc(S(=O)(=O)N2CCC(C(=O)NC3CCCCCC3)CC2)cc1,-10%,-15%,0%
CC(=O)N(CCP(=O)(c1ccccc1)c1ccccc1)Cc1ccco1,-6%,1%,-3%
COc1cccc(Cn2c(=O)c(CCc3ccccc3)nc3cnc(N(C)C)nc32)c1,-7%,-21%,-11%
COc1ccc(-c2nc3ccc(Cl)cn3c2Cc2cccc(Cl)c2)cc1OC,?,?,nt
CC1(c2nnnn2-c2ccc3c(c2)OCCO3)CCC(=O)N1C1CC1 (configuration not stated),-16%,9%,nt

(listing goes on)
smiles,DT40 TDP1 no CPT,TDP1 cell CPT,GCN5L2 inh
COc1ccccc1CC(=O)N1CCN(c2cccc(Cl)c2)CC1,-28%,-13%,-9%
COc1ccc(C(=O)NCCNC(=O)c2cc(OCC(F)(F)F)ccc2OCC(F)(F)F)cc1,-4%,?,nt
CCCCN1C(=O)C(=O)NC[C@H]1Cc1cccc2ccccc12,-21%,-20%,nt
Cc1cc(C(=O)NCc2ccccc2)c2c(C)nn(-c3cccc(Cl)c3C)c2n1,?,?,9%
CSC1=NC(C)N2C(SC)=NC(C)N12 (configuration not stated),7%,10%,-4%
CC(=O)Nc1cc(C(=O)N2CCOCC2)ccc1S(=O)(=O)c1ccc(C)cc1,3%,-11%,0%
O=C(NCc1ccco1)c1cc(C(=O)C2CC2)c[nH]1,?,-27%,-6%
COc1ccc(NC(=O)Cn2cc(C(C)=O)c3ccccc32)cc1,?,5.2µM*,1%
CC(=O)N1CCc2cc(S(=O)(=O)C(C)CC(=O)NCc3ccc(C)o3)ccc21 (configuration not stated),9%,-12%,-9%
COc1cc(C)c(/C=C/C(C)=C/C=C/C(C)=C/C(=O)O)c(C)c1C,?,?,25µM*
O=C(Cc1ccsc1)NCc1ccccc1F,16%,-9%,?

Compound activity: PubChem, National Center for Advancing Translational Sciences (NCATS)
